Screens: PubChem, Vanderbilt University
GIRK2 activator = GIRK2 channel activators by thallium flux; P48051; activation (% efficacy), % for hits at 37.5 µM; HEK293 GIRK2/NPY4 cells, thallium flux fluorescence; 34,000 tested, under 10 active;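 active = primary screen hit, no activity in plain HEK293 cells, and in GIRK2-only cells above 5% efficacy rising with concentration; inactive = the rest, including fluorescent compounds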;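 note: efficacy is normalized control-subtracted fluorescence 15 s after thallium addition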
Target sequence (P48051 whole entry, looked up): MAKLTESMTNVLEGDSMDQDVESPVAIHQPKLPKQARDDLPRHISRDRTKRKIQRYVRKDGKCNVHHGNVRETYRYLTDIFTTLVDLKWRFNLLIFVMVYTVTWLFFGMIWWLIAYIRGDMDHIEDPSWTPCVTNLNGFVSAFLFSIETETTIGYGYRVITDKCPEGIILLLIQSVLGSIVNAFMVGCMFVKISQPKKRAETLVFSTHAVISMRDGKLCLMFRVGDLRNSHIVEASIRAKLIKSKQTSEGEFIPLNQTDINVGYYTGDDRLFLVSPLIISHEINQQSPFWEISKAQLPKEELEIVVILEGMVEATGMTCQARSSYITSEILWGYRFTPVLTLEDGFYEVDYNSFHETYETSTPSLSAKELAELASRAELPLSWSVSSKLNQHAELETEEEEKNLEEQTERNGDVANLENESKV
Calls only; i = inactive. A portion of the library. The share of hits here may be higher or lower than overall.

#	Molecule	GIRK2 activator
1	Cc1nn(C2CCS(=O)(=O)C2)c2nc(-c3cccs3)cc(C(=O)Nc3ccc4c(c3)OCO4)c12 (configuration not stated)	i
2	Cc1c(NC(=S)NC(=O)C(C)(C)C)c(=O)n(-c2ccccc2)n1C	i
3	CN(C)C(CNC(=O)C(=O)NC1CCCC1)c1cccs1 (configuration not stated)	i
4	Cc1ccc(-c2cc3c(SCC(=O)Nc4cccc(C#N)c4)nccn3n2)cc1	i
5	Cc1ccnc(Nc2ccc(N3CCN(C(=O)C4CCCC4)CC3)nn2)c1	i
6	CN(C)S(=O)(=O)NCC#CCN1CCc2ccccc2C1	i
7	Cc1ccc(-c2c[nH]n3c(=O)cc(C)nc23)cc1	i
8	O=C(Nc1ccccn1)c1ccc(Oc2ncccn2)cc1	i
9	COc1ccc(CNC(=O)C(=O)Nc2c3c(nn2C(C)(C)C)CS(=O)(=O)C3)cc1	i
10	CC(=O)N1CCc2ccc(NS(=O)(=O)c3cccs3)cc21	i
11	NC(=O)c1oc2ccccc2c1NC(=O)C(=O)NCc1ccc(F)cc1	i
12	COc1cc(NC(=O)c2ccc(=O)n(Cc3cccc(F)c3)n2)cc(OC)c1	i
13	COc1ccc(N2C(=O)CC(SCC(=O)Nc3cccc(Br)c3)C2=O)cc1 (configuration not stated)	i
14	COc1ccc(NC(=O)C(C)(C)C)cc1N1CCCCC1=O	i
15	Cc1ccsc1C(O)CNC(=O)CCc1ccccc1 (configuration not stated)	i

The last 5 compounds of the part above open the next one:
#	Molecule	GIRK2 activator
11	NC(=O)c1oc2ccccc2c1NC(=O)C(=O)NCc1ccc(F)cc1	i
12	COc1cc(NC(=O)c2ccc(=O)n(Cc3cccc(F)c3)n2)cc(OC)c1	i
13	COc1ccc(N2C(=O)CC(SCC(=O)Nc3cccc(Br)c3)C2=O)cc1 (configuration not stated)	i
14	COc1ccc(NC(=O)C(C)(C)C)cc1N1CCCCC1=O	i
15	Cc1ccsc1C(O)CNC(=O)CCc1ccccc1 (configuration not stated)	i
16	O=C(Nc1ccc2c(c1)N(C(=O)C1CCCC1)CC2)c1ccc(F)cc1Cl	i
17	CCOC(=O)Cc1csc(NC(=O)c2ccc(=O)n(Cc3cccc(F)c3)n2)n1	i
18	COc1cc(C(=O)Nn2cnc3c(cnn3C(C)(C)C)c2=O)cc(OC)c1OC	i
19	O=C(Cc1ccccc1)NCCn1ncc2c(N3CCN(c4ccccc4)CC3)ncnc21	i
20	O=C(Nc1ccc2c(c1)N(C(=O)C1CCCC1)CC2)c1ccccc1C(F)(F)F	i
21	O=C(Nc1c2c(nn1-c1ccc(Cl)cc1)CSC2)C(=O)N1CCCC1	i
22	C=CCn1c(=O)c2c(nc3n(CC(=O)OCC)c(C)cn23)n(C)c1=O	i
23	CC(C)(C)n1ncc2c(=O)n(NC(=O)c3ccc(F)c(F)c3)cnc21	i
24	CS(=O)(=O)N1CCCc2cc(NS(=O)(=O)c3ccc(Cl)cc3)ccc21	i
25	O=C(c1csc(Nc2ccc(OC(F)F)cc2)n1)N1CCN(Cc2ccccc2)CC1	i
26	CCC(=O)Nc1ccc(S(=O)(=O)NCCCn2nc(-c3ccncc3)ccc2=O)cc1	i
27	CSc1nn(CC(=O)Nc2ccc(F)c(F)c2)c(N)c1S(C)(=O)=O	i
28	COc1ccc(S(=O)(=O)N2CCC(C(=O)Nc3ccc4c(c3)C(=O)NC4=O)CC2)cc1	i
29	CC(O)(CNC(=O)C(=O)Nc1cc(Cl)ccc1C#N)c1ccccc1 (configuration not stated)	i
30	Cc1cc(NCCN2CCOCC2)n2nc(C)c(-c3ccccc3Cl)c2n1	i
31	NC(=O)c1ccc(NC(=O)C(=O)NCCc2ccc(S(N)(=O)=O)cc2)cc1	i
32	CCCc1nnsc1C(=O)N1CCC(c2nnc(-c3ccco3)s2)CC1	i
33	COC(CNC(=O)C(=O)Nc1ccc2c(c1)N(C(=O)C(C)C)CCC2)OC	i
34	CCOc1cccc2sc(N(Cc3ccccn3)C(=O)c3nn(C)cc3C)nc12	i
35	COC(=O)Nc1nc(CC(=O)Nc2ccc(C)cc2)cs1	i
36	O=C(CS(=O)(=O)Cc1ccccc1)Nc1nc(-c2ccc(Cl)cc2)cs1	i
37	Cc1cc(NC(=O)C(=O)NCC(c2ccccc2)N(C)C)c2ccccc2n1 (configuration not stated)	i
38	COc1ccccc1CCNC(=O)Cc1csc(NC(=O)C2CCC(=O)N2)n1 (configuration not stated)	i
39	COCC(=O)NCc1cc(C)on1	i
40	NC(=O)c1ccccc1NC(=O)Cc1cc(-c2ccc3c(c2)OCO3)on1	i
41	CC1Cc2cc(-c3cc(CC(=O)NC4CCCC4)no3)ccc2O1 (configuration not stated)	i
42	COCCN1CCC(CNS(=O)(=O)c2cccc3ccccc23)CC1	i
43	COc1ccc(NC(=O)c2nnn(-c3ccc(F)cc3)c2N)c(OC)c1	i
44	Cc1ccc(Nc2ccc(NS(=O)(=O)c3cccs3)cc2)nn1	i
45	COc1ccc(CNC(=O)CCC2=NS(=O)(=O)c3ccccc3N2)cc1OC	i
46	O=C(NCCn1nc(-c2ccncc2)ccc1=O)c1cccc2ccccc12	i
47	COc1ccc2c(CC(=O)N3CCN(c4ccccc4F)CC3)cc(=O)oc2c1	i
48	N#Cc1ccccc1NC(=O)c1ccc(=O)n(Cc2ccc(Cl)cc2)c1	i
49	Cc1ccc(C)c(NC(=O)Cc2nnc(-c3ccsc3)o2)c1	i
50	O=C(CCSc1ccccc1)NCC(O)(c1ccco1)C1CC1 (configuration not stated)	i
51	CC(C)C(=O)N1CCCc2ccc(NC(=O)C(=O)NC3CCCC3)cc21	i
52	Cn1cnc2cc(OC(=O)COc3ccc(Cl)cc3)ccc21	i
53	O=C(NCCS(=O)(=O)N1CCN(Cc2ccccc2)CC1)c1cccs1	i
54	Cc1ccc(NC(=O)CCCOc2ccc(C)cc2)cc1	i
55	O=C1CCc2cc(S(=O)(=O)N3CCN(Cc4ccccc4)CC3)cc3c2N1CCC3	i
56	Cc1ccc(Oc2cccc(C(=O)N3CCCC3)c2)nn1	i
57	O=C(Cn1c(=O)n(C2CC2)c(=O)c2nscc21)Nc1ccc(Cl)cc1	i
58	O=C(NNC(=O)c1ccc(=O)n(Cc2ccccc2)c1)c1ccc(Cl)cc1	i
59	O=C(NC(c1ccccc1)c1ccccc1)N1CCC(c2nnc(-c3ccco3)o2)CC1	i
60	COc1cc(NC(=O)Cn2c(C)nc3c(sc4ccccc43)c2=O)cc(OC)c1	i
61	COc1ccc(-c2c(NC(=O)c3ccco3)sc3ccccc3c2=O)cc1OC	i
62	O=C(/C=C/c1ccsc1)N1CCC(c2ccsc2)CC1	i
63	CCN1CCN(S(=O)(=O)CCNC(=O)c2cc3ccccc3o2)CC1	i
64	O=C(Cn1cnc(-c2ccc(F)cc2)cc1=O)Nc1ccccc1Cl	i
65	COc1cccc(C(=O)Nc2cccc(N3CCCC3=O)c2)c1	i
66	COc1ccc(CNC(=O)Cn2cc(-c3nc(-c4ccccc4C)no3)c(=O)c3ccc(C)nc32)cc1	i
67	CCCCOC(=O)Nc1nc2ccc(OC)cc2s1	i
68	COc1ccc2c(=O)c(Oc3ccc(C(=O)Nc4ncc([N+](=O)[O-])s4)cc3)c(C)oc2c1	i
69	CCSc1ccccc1C(=O)N1CCN(c2ccc(-c3ccccn3)nn2)CC1	i
70	CS(=O)(=O)N1CCCC(C(=O)Nc2ccccc2-c2nc3ccccc3[nH]2)C1 (configuration not stated)	i
71	Cc1ccc(-c2nnc(NC(=O)COc3ccccc3)o2)cc1C	i
72	COc1ccc(OC)c(-c2ccc(=O)n(CCNC(=O)Nc3ccccc3OC)n2)c1	i
73	Cc1ccc(C)c(OCC(=O)Nc2ccc(S(=O)(=O)Nc3nc(C)cc(C)n3)cc2)c1	i
74	Cc1cc(C(=O)N(CCCN2CCOCC2)c2nc3c(Cl)cccc3s2)on1	i
75	C=CCn1c(N)c(S(=O)(=O)c2ccc(Cl)cc2)c2nc3ccccc3nc21	i

Along the list, from the results shown.
Entries 52–60 in GIRK2 activator: i, i, i, i, i, i, i, i, i

(continued)
#	Molecule	GIRK2 activator
76	O=C(Cc1csc(NC(=O)C2CCC(=O)N2)n1)NCc1ccc(F)cc1 (configuration not stated)	i
77	CCOc1ccc(NC(=O)c2ccc(S(=O)(=O)c3ccccc3)nc2)cc1	i
78	CCc1ccc(S(=O)(=O)Nc2ccc(-c3cn4nc(OC)ccc4n3)cc2)s1	i
79	COCCNC(=O)COc1ccc(-c2ccccc2)cc1Br	i
80	CCc1cc(=O)[nH]c(SCc2nc(-c3ccc(OC)cc3OC)no2)n1	i
81	CC(C)C(=O)Nc1ccc(S(=O)(=O)NCCC(O)c2cccs2)cc1 (configuration not stated)	i
82	COc1ccc(OC)c(-c2ccc(=O)n(CCNC(=O)Nc3ccccc3)n2)c1	i
83	Cc1ccc(-n2c(C)nc3ccc(NS(=O)(=O)c4ccccc4F)cc3c2=O)cc1	i
84	CC1CCc2cc(F)ccc2N1C(=O)C1CN(C(=O)c2cccs2)C1 (configuration not stated)	i
85	CC(C)c1ccc(OCC(=O)NC2CNC(=O)C2)cc1 (configuration not stated)	i
86	Cn1c(-c2cccs2)nn(CCNC(=O)C2CC2)c1=O	i
87	COc1ccc(NC(=O)Cn2c(=O)n(C(C)C)c(=O)c3nscc32)cc1OC	i
88	Cc1cccc2sc(N(CCN3CCOCC3)C(=O)c3ccc([N+](=O)[O-])o3)nc12	i
89	CCn1nnc2c(SCC(=O)Nc3ccc(C(C)=O)cc3)ncnc21	i
90	Cc1ccc(-c2c(C)nn3c(NCCN(C)C)cc(C)nc23)cc1	i
91	O=C(NCC(O)(c1ccccc1)C(F)(F)F)c1ccccc1C(F)(F)F (configuration not stated)	i
92	CCOc1ccc(NC(=O)CSc2cnc3cc(S(=O)(=O)N4CCCCC4)ccc3n2)cc1	i
93	C=CCc1ccc(OCC(O)CN2C(C)CCCC2C)c(OC)c1 (configuration not stated)	i
94	O=C(Cn1ccc2ccccc21)NCc1n[nH]c(=O)c2ccccc12	i
95	Cc1cc(C)c2c(n1)sc1c(=O)n(CC(=O)NCc3ccccc3Cl)c(C)nc12	i
96	Cc1cccc(Nc2ccc(N3CCN(C(=O)c4c(F)cccc4F)CC3)nn2)n1	i
97	O=C(c1ccc2nsnc2c1)N1CCN(Cc2nc(-c3ccc(F)cc3)cs2)CC1	i
98	NS(=O)(=O)c1ccc(CCNC(=O)Cc2csc(Nc3ccc(Cl)cn3)n2)cc1	i
99	O=C(C1CCCN(c2cc(-n3cccn3)ncn2)C1)N(Cc1ccccc1)c1ccccn1 (configuration not stated)	i
100	COc1ccc2nc(-c3ccc(C)c(NS(=O)(=O)c4cc(C)c(C)cc4C)c3)cn2n1	i
101	COc1cc(C)c(C)cc1S(=O)(=O)N(Cc1ccccn1)Cc1ccco1	i
102	CNc1nn(CC(=O)N2CCN(c3ccccc3F)CC2)c(N)c1-c1nc(-c2ccc(C)cc2)no1	i
103	COc1ccc(-c2noc(Cn3cnc4c(cnn4-c4ccc(F)cc4)c3=O)n2)cc1OC	i
104	CC(C)(C)C(=O)NCCC(O)c1cccs1 (configuration not stated)	i
105	COC(=O)CN(CCc1ccccc1)Cc1nc2c(c(=O)n(C)c(=O)n2C)n1CC(=O)OC	i
106	CN(C)S(=O)(=O)N1CCN(c2ccccn2)CC1	i
107	CCOc1ccc(NC(=O)C2CCCCC2C(=O)O)cc1 (configuration not stated)	i
108	CN1CCC(CNS(=O)(=O)c2ccccc2Br)CC1	i
109	COc1ccc(Cl)cc1-n1c(N)c(C(=O)NC2CCCC2)sc1=S	i
110	CCOC(=O)c1nc(NC(=O)Nc2ccc3c(c2)OCO3)sc1Cl	i
111	COc1ccc(S(=O)(=O)Nc2ccc3c(c2)N(C(=O)C2CCCC2)CC3)cc1	i
112	COC(=O)c1ccc(NC(=O)c2ccc(N3CCCCS3(=O)=O)cc2)cc1	i
113	CC(C)CNC(=O)CCn1c(=O)c2ccccc2n2c(SCc3ccccc3F)nnc12	i
114	O=C(NC1CCCCC1)N(CCc1ccccc1)Cc1ccccn1	i
115	Nc1c(C(=O)NCc2ccc3c(c2)OCO3)sc(=S)n1Cc1ccco1	i
116	O=C(c1ccc(Cn2c(=S)[nH]c3ccc(Br)cc3c2=O)cc1)N1CCCCCC1	i
117	COc1ccc(C)cc1NC(=O)N1CCN(c2ccc(Nc3ccccn3)nn2)CC1	i
118	COc1ccc(S(=O)(=O)CC(=O)Nc2nc(-c3cc(Cl)ccc3Cl)cs2)cc1	i
119	COc1ccc2nc(N3CC(C(=O)Nc4nc5ccc(S(C)(=O)=O)cc5s4)C3)sc2c1	i
120	O=C(CN1C(=O)CCC1=O)N1CCOC(c2ccc(C(F)(F)F)cc2)C1 (configuration not stated)	i

Exported with each value named: two of the compounds above.
116	O=C(c1ccc(Cn2c(=S)[nH]c3ccc(Br)cc3c2=O)cc1)N1CCCCCC1
  GIRK2 activator: i

117	COc1ccc(C)cc1NC(=O)N1CCN(c2ccc(Nc3ccccn3)nn2)CC1
  GIRK2 activator: i

Following part.
#	Molecule	GIRK2 activator
121	COc1ccc(OC)c(COCC(O)CN2CCCCCC2)c1 (configuration not stated)	i
122	CCn1nc(C)cc1C(=O)Nc1nc(-c2cc3ccccc3oc2=O)cs1	i
123	Cc1cc(C)c(S(=O)(=O)N2CCCC(C(=O)O)C2)c(C)c1 (configuration not stated)	i
124	CC(C)(C)NC(=O)N1CCC(CNC(=O)CCS(=O)(=O)c2ccccc2)CC1	i
125	NC(=O)c1ccc(NC(=O)Cc2csc(SCC(=O)c3cccs3)n2)cc1	i
126	CCC(=O)Nc1ccc2c(c1)N(C(=O)C1CCCC1)CC2	i
127	CCOc1ccc2nc(N3CCN(C(=O)c4ccn(C(C)C)n4)CC3)sc2c1	i
128	COc1ccccc1CCNC(=O)C(=O)Nc1ccc(C(N)=O)cc1	i
129	COc1ccc(S(=O)(=O)N2CCC(c3ccsc3)CC2)c(C)c1	i
130	COc1ccc(-c2cc3ccc4c(c3oc2=O)CN(CC2CCCO2)CO4)c(OC)c1 (configuration not stated)	i
131	COc1ccc(OC)c(NC(=O)Cn2nc3ccc(SCc4ccc(Cl)cc4)nn3c2=O)c1	i
